# AID2073: disruptors of CaV2.2 binding to Mint1 – biochemical, HTRF (AID 2073). one-dose inhibition, % at 20 µM; IC50 in µM for titrated hits. 0.19% of 290,000 active. HTRF protein-protein interaction, Mint1-CaV2.2; higher % means a stronger effect; in the data active = inhibition mostly above about 51%, no sharp cut-off; inconclusive = no clear call, values can overlap the other calls; inactive = mostly below about 53%; note: some results filed as inactive read as strong as hits
# KOR beta-arrestin-1: kappa opioid receptor blockers – cell-based, luminescence, uHTS (AID 1778); KOR beta-arrestin recruitment, luminescence, antagonist mode; higher % means a stronger effect; inhibition, % at 10 µM; hits with a dose series show IC50 in µM; 0.091% of 290,000 active; note: strong numbers were not always called active
# KOR beta-arrestin-2: KOR agonists, beta-arrestin recruitment, primary screen, cell-based, luminescence, uHTS (AID 1777) | 0.02% of 280,000 active | activation, % at 10 µM, or EC50 in µM where a hit was titrated | KOR beta-arrestin recruitment, luminescence; higher % means a stronger effect; in the data active = activation above about 50%, passing the limit was not always enough; note: a part of the inactive calls stands beside numbers as strong as those of hits
# West Nile antiviral: West Nile virus antiviral activity, cell-based, CPE readout (AID 1621); 0.02% of 290,000 active; West Nile virus-infected cells, CPE inhibition; higher % means a stronger effect; CPE inhibition, % at 10 µM, or IC50 in µM where a hit was titrated; in the data active = a potency from the dose series; inconclusive = CPE inhibition mostly from about 3.7% at the one dose, without a potency; inactive = the rest, 99 in 100 with CPE inhibition below about 2.2%; note: strong numbers were not always called active
# Dengue-2 NS5 capping: Dengue-2 NS5 methyltransferase inhibitors, primary screen, biochemical, confirmation dose response (AID 588689); Dengue-2 NS5 methyltransferase capping enzyme assay, biochemical; higher % means a stronger effect; one-dose inhibition, % at 25 µM; IC50 in µM for titrated hits; 0.3% of 340,000 active; in the data active = a potency from the dose series; inconclusive = inhibition above about 29% without an active follow-up result
# NOD1 inhibition: inhibition of NOD1-driven NF-kB reporter – cell-based, luminescence, uHTS, primary screen (AID 1578). NOD1-driven NF-kB luciferase reporter cells, luminescence; higher % means a stronger effect. one-dose inhibition, % at 4 µM; EC50 in µM for titrated hits. 1% of 290,000 active; in the data active = inhibition mostly above about 36%, no sharp cut-off; inactive = mostly below about 34%;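 note: HEK-293T reporter cells stimulated with the NOD1 agonist gamma-tri-DAP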
# NOD2 inhibition: inhibition of NOD2-driven NF-kB reporter – cell-based, luminescence, uHTS, HEK293 (AID 1566); HEK293 NOD2/NF-kB luciferase reporter, luminescence; higher % means a stronger effect; inhibition, % at 4 µM, or EC50 in µM where a hit was titrated; 0.63% of 290,000 active; note: many of its hits are not listed in these tables
# HIV fusion peptide: cell-free HIV fusion peptide-binding blockers – biochemical, uHTS, fluorescence dequenching, primary screen (AID 1986); cell-free peptide binding, fluorescence dequenching, 30 min; higher % means a stronger effect; inhibition, % at 20 µM, or IC50 in µM where a hit was titrated; 0.3% of 290,000 active; in the data active = inhibition mostly above about 52%, no sharp cut-off; inactive = mostly below about 76%; note: some results filed as inactive read as strong as hits
# Yfh1-off respiration: enhancers of respiration in Yfh1-depleted yeast, dose response, Friedreich's ataxia, plus single-dose screen (AID 1465). S. cerevisiae Yfh1-off respiration, WST-1 reduction, 72 h; higher fold induction means a stronger effect. one-dose fold induction at 50 µM; EC50 in µM for titrated hits. 0.074% of 220,000 active;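 active = fold induction of absorbance versus untreated yeast above a set limit, then at least 30% activation at any dose in follow-up; inconclusive = repeats straddling the limit, or above it without dose testing; inactive = fold induction below the set limit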;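 note: activators that raise dye reduction in frataxin-depleted yeast; strong numbers were not always called active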
# Active calls of the source: *; i = inactive; ? = inconclusive; / = no result given; [ ] = dose if it differs, or a comment. Cut-off read from the data, not from the text of the source, unless noted: active = inhibition above about 50%; inactive = the rest. These rows are one share of the data; count on the stated rates, not on these rows.
Structure | KOR beta-arrestin-2 | Dengue-2 NS5 capping | KOR beta-arrestin-1 | NOD2 inhibition | Yfh1-off respiration | NOD1 inhibition | HIV fusion peptide | AID2073 | West Nile antiviral
CCCCCCn1c(SCCOC)nc2c1c(=O)[nH]c(=O)n2C | 2.1% | -1.4% | 7.7% | 10.6% | i | 2.6% | -0.5% | 6.9% | 0.0%
CC(C)C(=O)N1CCC(c2nc(-c3ccc(S(=O)(=O)N4CCN(C)CC4)cc3)no2)CC1 | / | -2.2% | -41.8%[20 µM] | -2.8% | i | 10.7% | -2.7% | -10.6% | -1.1%
Fc1ccccc1C1c2cccn2CCN1C(=S)Nc1ccc(Br)cc1 (configuration not stated) | 10.5% | 0.8% | 6.1% | 7.4% | i | 23.6% | 0.0% | -16.4% | 0.4%
O=C(O)CCCn1cc(NC(=O)COc2ccccc2)cn1 | 1.4% | 0.0% | -11.7% | -6.5% | / | -25.6% | -0.2% | 12.5% | -0.5%
CCOc1ccc(NC(=O)CSc2nnc(Cn3c(=O)sc4ccccc43)n2C)cc1 | -1.1% | 0.0% | 10.4% | 8.4% | i | 1.1% | -3.5% | 6.8% | 0.2%
Cc1ccc(/C=N/NC(=O)c2cc(C)oc2C)o1 | -2.2% | 7.0% | 3.9% | 7.8% | i | -20.3% | -2.5% | 0.7% | 0.2%
COc1ccc(OC)c(-c2csc(N(Cc3ccco3)C(=O)c3ccco3)n2)c1 | -4.1% | 3.9% | -14.0% | 7.8% | i | 4.5% | -1.0% | 22.9% | -0.9%
CC(NC(=O)COc1ccccc1)C(=O)NC1=NCCS1 (configuration not stated) | -4.8% | 0.7% | -42.7% | -0.1% | i | -3.2% | 0.3% | 6.6% | 0.9%
CS(=O)(=O)Cc1cc(Sc2ccccc2)nc(-c2ccncc2)n1 | -0.1% | -3.0% | -0.5% | 4.9% | i | 9.2% | -1.5% | 13.5% | -0.2%
CC1CCN(c2cc(=O)n(C3CCCCC3)c(=O)[nH]2)CC1 | -3.8% | -0.7% | 35.7% | -11.9% | i | -25.3% | 1.4% | -3.0% | -0.4%
O=C(c1cc(-c2ccccc2)on1)N1CCCCCC1 | 2.9% | -6.2% | 1.5% | -76.6% | / | -73.0% | 0.1% | 3.1% | -0.1%
C=CCNC(=O)C(C)N1C(=O)c2ccccc2C1=O (configuration not stated) | 5.8% | -3.3% | -19.0% | -12.2% | i | -20.9% | 1.8% | 5.5% | -0.2%
Cc1cccc(NC(=O)Cn2c(O)c(N=NC(=O)c3ccccc3O)c3ccccc32)c1 | 3.7% | 3.2% | 27.3% | -12.7% | / | -14.9% | -10.0% | 27.4% | /
O=C(CN1CCOCC1)NN=C(c1ccccc1)c1ccccc1 | 1.5% | -6.3% | -1.8% | 6.8% | i | -5.4% | 1.0% | -6.3% | 0.7%
CCCOc1cc(C)c(S(=O)(=O)n2nnc3ccccc32)cc1C | 0.1% | -4.9% | -18.0% | -1.9% | i | -34.7% | 2.2% | 5.0% | -0.4%
COc1ccc(C2SCCN2S(=O)(=O)c2ccccc2)cc1 (configuration not stated) | -0.8% | -15.1% | 9.8% | 13.8% | i | 17.3% | -1.8% | -3.9% | -0.3%
COc1ccc(OC)c(C2NC(=S)NC(C)=C2C(=O)Nc2ccccn2)c1 (configuration not stated) | -5.3% | -1.8% | 11.0%[20 µM] | 24.5% | i | -14.4% | -1.4% | -1.6% | -0.8%
COc1ccc(C(=O)Nc2c(C)csc2C(=O)O)cc1 | -0.8% | / | -46.9%[20 µM] | 4.3% | i | -19.1% | 0.1% | 4.1% | 0.2%
COC(=O)Cn1c(O)c(N=NC(=O)OC)c2ccccc21 | -1.6% | -10.1% | -17.5% | 3.9% | i | 2.3% | 0.3% | 10.2% | 0.2%
NC(=O)COC(=O)CNC(=O)c1ccc(Cl)cc1 | -4.3% | -1.6% | 4.7% | 15.6% | i | 0.0% | 0.2% | 2.8% | 0.5%
Cc1cc(C)c(NC(=O)COC(=O)C2CCC(=O)N2)c(C)c1 (configuration not stated) | -4.1% | -2.3% | 10.8% | 13.9% | i | -19.4% | -0.5% | 5.9% | 1.4%
O=C(Nc1cccc([N+](=O)[O-])c1)c1ccc2snnc2c1 | -0.5% | -1.9% | -5.9% | 18.6% | / | -0.9% | 2.3% | 1.7% | -0.6%
CC(C)(C)SCCNS(=O)(=O)c1ccc2ccccc2c1 | 15.5% | -1.4% | -6.7% | 16.9% | i | 7.5% | 10.6% | 10.0% | -0.7%
CC12CN3CCN(CC(C3)/C1=N\NC(=O)Nc1cccc(Cl)c1)C2 | -5.6% | / | 4.9% | -7.2% | i | -8.3% | 1.1% | -6.6% | 0.3%
Cc1cc(=O)c(C(=O)O)cn1Nc1ccc(Cl)cc1 | -0.1% | -0.8% | 20.2% | -9.4% | i | -15.2% | 16.9% | -1.9% | 0.0%
COc1cc2c(cc1O)CC[C@@H]1[C@@H]2CC[C@]2(C)[C@@H](O)CC[C@@H]12 | 3.7% | -4.4% | -108.4% | -38.1% | i | -1.9% | -1.1% | -11.9% | 0.6%
NNc1ccc2nnc(C(F)(F)C(F)(F)C(F)(F)F)n2n1 | -4.0% | -3.6% | 33.9%[20 µM] | 9.4% | i | -29.8% | -2.2% | 21.5% | 0.1%
Cc1ccc(C)c(C(=O)COc2ccccc2[N+](=O)[O-])c1 | -4.4% | -2.2% | -6.0% | 7.0% | i | 19.2% | -2.8% | -29.6% | -0.7%
CCC1=NN2C(=N)/C(=C\c3ccc(OCCOc4ccccc4)c(OC)c3)C(=O)N=C2S1 | -8.0% | / | 11.7%[20 µM] | 10.5% | / | -14.7% | 1.4% | ? | -0.8%
Cc1cccc(C(=O)NNS(=O)(=O)c2ccc(F)cc2)c1 | -5.9% | -1.6% | -17.7%[20 µM] | 7.9% | / | -30.6% | 0.6% | -4.7% | 0.2%

# Structural class, the entries above containing two or more sulfur atoms (4)
Structure | KOR beta-arrestin-2 | Dengue-2 NS5 capping | KOR beta-arrestin-1 | NOD2 inhibition | Yfh1-off respiration | NOD1 inhibition | HIV fusion peptide | AID2073 | West Nile antiviral
CCOc1ccc(NC(=O)CSc2nnc(Cn3c(=O)sc4ccccc43)n2C)cc1 | -1.1% | 0.0% | 10.4% | 8.4% | i | 1.1% | -3.5% | 6.8% | 0.2%
CS(=O)(=O)Cc1cc(Sc2ccccc2)nc(-c2ccncc2)n1 | -0.1% | -3.0% | -0.5% | 4.9% | i | 9.2% | -1.5% | 13.5% | -0.2%
COc1ccc(C2SCCN2S(=O)(=O)c2ccccc2)cc1 (configuration not stated) | -0.8% | -15.1% | 9.8% | 13.8% | i | 17.3% | -1.8% | -3.9% | -0.3%
CC(C)(C)SCCNS(=O)(=O)c1ccc2ccccc2c1 | 15.5% | -1.4% | -6.7% | 16.9% | i | 7.5% | 10.6% | 10.0% | -0.7%

# Carrying on:
Structure | KOR beta-arrestin-2 | Dengue-2 NS5 capping | KOR beta-arrestin-1 | NOD2 inhibition | Yfh1-off respiration | NOD1 inhibition | HIV fusion peptide | AID2073 | West Nile antiviral
Cc1cc(C)c2nc3c(c(C(=O)O)c2c1)CCC3 | -3.6% | 0.0% | -23.0% | 2.1% | i | 7.9% | 2.2% | 10.8% | 0.0%
O=C(CSc1nnc(-c2ccccc2Br)o1)N1CCOCC1 | 2.6% | -4.9% | -27.6% | -73.2% | / | -3.7% | 0.2% | 4.7% | -0.8%
Cc1nc(N2CCCCC2)sc1C(=O)c1ccc(SCCO)c([N+](=O)[O-])c1 | 3.7% | 1.5% | -27.6% | 25.4% | i | -0.2% | -3.4% | 1.4% | -0.7%
Cc1cc(/C=C(\C#N)C(=O)NCc2ccco2)c(C)n1C1CCCC1 | -3.2% | -14.2% | 6.0% | -22.0% | i | -74.6% | 3.7% | -3.6% | -0.2%
CC1(C)CC(=O)C/C(=N/NC(=O)CCCOc2ccc(Cl)cc2Cl)C1 | -1.4% | -8.0% | 22.1% | 16.1% | i | 11.0% | 3.7% | 0.0% | -0.9%
CCn1nc(C)c(CN2CCc3c([nH]c4ccccc34)C2c2ccc(F)c(OC)c2)c1C (configuration not stated) | -1.7% | -2.8% | 1.1% | -13.5% | i | -9.1% | -0.4% | 9.8% | 11.3%
Cc1ccc(NC(=O)c2cc(NC(=O)/C=C\C(=O)O)ccc2N2CCCCC2)cc1 | 1.3% | 13.8% | 4.8% | 10.9% | / | -16.6% | 17.4% | 18.0% | 0.0%
Cn1c(SCC(=O)Nc2ccc3nc(SCC(=O)N4CCCC4)sc3c2)nnc1-c1ccccc1 | 4.0% | / | -16.1% | 8.0% | i | -26.2% | -1.6% | 8.0% | 0.3%
CCn1c(CC(=O)Nc2cccc(Cl)c2Cl)nnc1SCCOc1ccc(OC)cc1 | -8.0% | -4.0% | 27.0% | 3.9% | i | -16.2% | -2.3% | -2.2% | -0.5%
O=S(=O)(c1ccc(Cl)cc1)N1CCCN(c2ccc(C(F)(F)F)cn2)CC1 | 2.8% | 0.8% | -10.6% | 3.6% | i | -6.9% | -0.3% | -9.3% | -1.3%
N#C/C(=C/c1ccc(CNS(=O)(=O)c2ccccc2)o1)C(=O)NCc1ccccc1 | -2.5% | -10.3% | 9.8% | -6.2% | i | -20.3% | 18.3% | 3.7% | -0.4%
COc1ccc2c(c1)c1c(n2C(C)=O)C(OC(C)=O)=NCC1 | -2.2% | 3.5% | 2.2% | 4.9% | i | -4.9% | -1.8% | 1.3% | 0.7%
Cc1cccc[n+]1CCCCCCCCCC[n+]1ccccc1C | / | -11.7% | -56.6%[20 µM] | 10.4% | i | 12.9% | 1.7% | 37.2% | -1.3%
COc1cc(C(=O)NCc2nnc(SCC(=O)N3CCCCC3)o2)cc(OC)c1OC | -0.8% | 0.0% | -40.7% | 10.4% | i | -12.1% | -0.8% | 5.6% | -0.1%
CC(C)C(=O)N(c1cc2sc(=O)oc2c2ccccc12)S(=O)(=O)c1cccs1 | -3.0% | 10.4% | -48.0% | 19.3% | i | 13.2% | 48.1% | 5.5% | 1.3%
O=C1NC2(O)C(=O)c3ccccc3C2(O)N1 (configuration not stated) | -5.1% | 0.0% | -13.7% | 11.2% | i | -32.7% | 2.1% | 3.1% | 0.7%
Cc1ccc(OCCOCCn2cnc3ccccc3c2=O)cc1C | 2.4% | / | -55.6%[20 µM] | 7.7% | i | -18.7% | -1.2% | -11.0% | -0.1%
CC1CC(C)(C)NC(=S)N1CC(=O)N(C)Cc1ccccc1 (configuration not stated) | 2.6% | 3.3% | 16.0% | 11.0% | i | -18.0% | 1.6% | -6.9% | -0.8%
Cc1cccc(N(C)S(=O)(=O)c2cccc3nsnc23)c1 | -3.6% | -0.8% | 2.8% | 10.1% | i | -17.7% | -2.2% | 0.8% | -0.8%
Cn1c(=O)oc2cc(S(=O)(=O)N3CCCC(C(=O)N4CC=C(c5ccccc5)CC4)C3)ccc21 (configuration not stated) | 7.0% | / | -22.8% | 16.3% | / | 26.0% | -0.2% | -5.2% | /
O=C(Nc1ccc(S(=O)(=O)Nc2ccccn2)cc1)C(F)(F)F | 4.4% | -9.3% | -18.5% | 7.7% | i | -29.1% | -1.7% | 34.2% | 1.3%
Cc1cc(S(=O)(=O)Nc2cccc([N+](=O)[O-])c2)c(C)s1 | 2.4% | -5.4% | 7.6% | 6.4% | / | -11.8% | 0.2% | -1.7% | -0.8%

# Bioassay records from PubChem.
